# Source: PubChem
# NOD2 RIPK2 PPI – NOD2-RIPK2 binding disruptors in cells, primary screen, fluorescence, CHO cells, BLA complementation; inhibition, % at 4.98 µM; 360,000 tested, 0.38% active; Receptor-interacting serine/threonine-protein kinase 2 (Homo sapiens), O43353; CCF4 ratio; in the data active = inhibition above about 21%;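 note: 0% = vehicle only and 100% = reference blocker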
# Target sequence (O43353 whole entry, looked up): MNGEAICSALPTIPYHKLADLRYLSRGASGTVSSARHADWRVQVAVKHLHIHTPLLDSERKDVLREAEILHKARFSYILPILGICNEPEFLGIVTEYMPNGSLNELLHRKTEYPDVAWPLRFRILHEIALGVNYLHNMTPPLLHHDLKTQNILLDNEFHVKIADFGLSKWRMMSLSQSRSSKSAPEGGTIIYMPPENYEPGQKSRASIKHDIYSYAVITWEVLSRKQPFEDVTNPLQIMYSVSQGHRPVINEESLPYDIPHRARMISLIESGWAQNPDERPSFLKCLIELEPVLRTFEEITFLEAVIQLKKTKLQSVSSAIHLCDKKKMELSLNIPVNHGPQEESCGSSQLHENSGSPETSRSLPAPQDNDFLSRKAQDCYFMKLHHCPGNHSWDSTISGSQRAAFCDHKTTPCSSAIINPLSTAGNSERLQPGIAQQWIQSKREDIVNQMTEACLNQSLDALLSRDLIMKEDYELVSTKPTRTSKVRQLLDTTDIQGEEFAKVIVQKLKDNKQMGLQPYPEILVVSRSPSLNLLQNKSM
# TLR9-MyD88 block – inhibitors of TLR9-MyD88 association in cells, primary screen, cell-based, CHO, BLA complementation, fluorescence; Toll-like receptor 9 (Homo sapiens) + Myeloid differentiation primary response protein …; CCF4 FRET ratio; inhibition, % at 4.98 µM; 340,000 tested, 0.21% active; AID 504734, 2011;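 active = inhibition above the mean over all tested compounds plus 3 SD, cut at about 21% in these data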;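 note: 0% = DMSO only wells and 100% = clavulanate BLA inhibitor control wells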
# Glyco luc inh – increase of ERlucT glycosylation luciferase signal, primary screen, N-linked glycosylation inhibitor project, D54 ERlucT cells, luminescence, set 2; D54 ERlucT glycosylation luciferase reporter, 24 h; percent of 100 nM tunicamycin response; AID 588692, 2011; reporter increase, % at 12.5 µM; 360,000 tested, 0.23% active;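 active = mean luciferase reporter signal, scaled so untreated is 0 and the glycosylation-blocking control 100, at or above a set limit in every replicate; inconclusive = mean reaches the limit but not every replicate does; inactive = mean below the limit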;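 note: luciferase carries N-glycosylation sites so blocking glycosylation raises the light; 0% = median of neutral control wells and 100% = median of 100 nM tunicamycin wells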
# ABCB6 inh 2 – ABCB6 transporter inhibitors, primary screen, K562-ABCB6 cells, flow cytometry, MLPCN library; 360,000 tested, 0.19% active; ATP-binding cassette sub-family B member 6 (Homo sapiens), Q9NP58; fluorescence ratio to DMSO, % at 10 µM; K562-ABCB6 porphyrin accumulation, 1 h; hits give low values; AID 602162, 2011;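 active = fluorescence ratio to DMSO below 75%, the collection mean minus 3 SD; inconclusive = too few cells collected in the well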;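 note: signal is porphyrin accumulated inside mitochondria; 100% equals median channel fluorescence of DMSO control wells; lower ratio means ABCB6 inhibition with less porphyrin fluorescence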
# Exocytosis inh – LAMP-1 surface exposure blockers, TALL-104 cells – cell-based, flow cytometry, MLPCN library, primary screen | AID 651702, 2012 | TALL-104 LAMP-1 surface exposure; cells stimulated with thapsigargin and PMA | inhibition, % at 10 µM | 360,000 tested, 0.66% active;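 active = inhibition above about 55%, limit read from the data; inconclusive = no clear call, values can overlap the other calls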
# MC4R barr agon – MC4R agonists recruiting beta-arrestin, primary screen, cell-based, luminescence, agonist arm of biased-ligand search; Melanocortin receptor 4 (Homo sapiens), P32245; AID 540308, 2011; 360,000 tested, 0.98% active; activation, % at 8.9 µM; U2OS MC4R beta-arrestin complementation; percent of melanotan II response, DMSO zero;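 active = activation above a per-plate cutoff, the mean activation of sample wells on that plate plus 3 SD, cut at about 8% in these data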
# Target sequence (P32245 whole entry, looked up): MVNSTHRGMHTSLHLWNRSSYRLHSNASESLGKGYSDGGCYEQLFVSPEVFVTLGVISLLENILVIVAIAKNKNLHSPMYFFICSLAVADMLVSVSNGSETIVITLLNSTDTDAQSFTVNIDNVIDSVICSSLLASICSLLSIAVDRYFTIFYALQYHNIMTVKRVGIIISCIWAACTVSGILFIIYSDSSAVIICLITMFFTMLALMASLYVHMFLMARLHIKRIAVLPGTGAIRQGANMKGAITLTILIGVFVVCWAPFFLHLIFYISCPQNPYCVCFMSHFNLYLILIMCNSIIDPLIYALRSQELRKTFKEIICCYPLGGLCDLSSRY
# aDG glyco up – activators of alpha-DG glycosylation, primary screen, uHTS, Pro5-aDG cells, AlphaScreen; activation, % at 10 µM; alpha-DG glycosylation AlphaScreen (IIH6); 0% Pro5, 100% B10-LARGE cell signal; 360,000 tested, 0.22% active;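 active = activation of at least 8% versus controls, or a plate z-score of at least 8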;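 note: Pro5 are CHO cells carrying HIG-tagged alpha-DG that lacks glycosylation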
# MC4R antagonist – MC4R antagonists of cAMP signaling, primary screen, cell-based, TR-FRET, antagonist arm of biased-ligand search; Melanocortin receptor 4 (Homo sapiens), P32245; MC4R-expressing cells, MTII-stimulated cAMP, LANCE TR-FRET; inhibition, % at 6.5 µM; 360,000 tested, 0.48% active; AID 540295, 2011;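 active = inhibition above its plate's cutoff, the mean of tested wells on that plate plus 3 SD, cut at about 29% in these data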;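 note: 0% = Melanotan II alone and 100% = Melanotan II plus saturating MCL0020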
#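 Material – human MC4R-expressing U2OS cells · Repeats – no replicates · Detection – TR-FRET with Eu-cAMP and labeled anti-cAMP, 671 nm · Times – compound 30 min, challenge 1 h, detection 1 h · Compound – single nominal compound dose of 6.5 µM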
# Vif inh – HIV Vif self-association inhibitors, primary screen, imaging, HEK293T, single point; HEK293T cells, Vif self-association by quenched fluorescence, 24 h; inhibition, % at 7.49 µM; 340,000 tested, 0.35% active; AID 602346, 2012; in the data active = inhibition above about 50%, passing the limit was not always enough; inconclusive = no clear call, values can overlap the other calls; inactive = below about 31%; note: some results filed as inactive read as strong as hits
# ABHD5-PLIN5 inh – ABHD5-PLIN5 interaction inhibitors, primary screen, cell lysate, split luciferase complementation, luminescence; Perilipin-5 (Homo sapiens) + 1-acylglycerol-3-phosphate O-acyltransferase ABHD5 (Homo …; Split G. princeps luciferase complementation, 4 h; inhibition, % at 4 µM; 360,000 tested, 0.78% active;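 active = inhibition above the mean inhibition across every tested compound plus 3 SD, cut at about 22% in these data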;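 note: 0% = DMSO only wells and the 100% control is not disclosed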
# * = called active by the depositor; ? = inconclusive; . = no result given.
SMILES,NOD2 RIPK2 PPI,TLR9-MyD88 block,Glyco luc inh,ABCB6 inh 2,Exocytosis inh,MC4R barr agon,aDG glyco up,MC4R antagonist,Vif inh,ABHD5-PLIN5 inh
CCOc1cc(NC(=S)NCC2CCCO2)c(OCC)cc1NC(=O)c1ccc(F)cc1 (stereo not given),8.2,2.5,-1.8,95.0,1.4,-1.8,0.0,8.7,-5.1,-4.9
O=C(O)c1ccc(N2C(=O)c3ccc(C(=O)c4cccc([N+](=O)[O-])c4)cc3C2=O)cc1,-6.6,5.0,0.8,95.0,-8.9,1.2,-0.1,10.7,7.7,-5.0
COc1cccc(NC(=O)C2CCC(CNS(=O)(=O)c3ccc4c(c3)CC(C)N4C(C)=O)CC2)c1 (stereo not given),8.3,7.0,14.4,95.0,-1.1,-1.4,0.5,3.8,-8.8,1.0
CCC(C)C(=O)Nc1ccc(S(=O)(=O)Nc2nccs2)cc1 (stereo not given),-15.0,3.3,2.3,98.0,2.3,-1.3,0.0,2.9,8.4,-0.6
CCSc1nn2c(=O)c3ccccc3nc2s1,-3.3,-1.9,-5.2,95.0,-6.2,-1.7,0.0,12.3,0.0,6.2
COc1ccc(CNC(=O)COC(=O)C2(C)CC2(Cl)Cl)cc1 (stereo not given),-15.8,2.8,-0.5,99.0,1.0,-0.9,0.0,3.0,-1.5,-0.1
Cc1ccc(C)c(OCC(=O)Nc2ccc(N3CCOCC3)cc2)c1,4.7,0.0,-1.3,82.0,0.5,-0.9,-0.1,5.3,-9.2,0.0
COc1ccc(N2CCN(C(=O)CSc3ccccc3N)CC2)cc1,3.2,4.7,-3.0,100.0,-0.4,0.5,-0.2,13.3,1.3,-10.0
CC1(C(=O)NC2CCCC2)CCC(=O)N1CCC1=CCCCC1 (stereo not given),-4.3,-6.7,0.2,94.0,1.1,0.2,0.0,1.8,-5.4,5.7
CCCCOC(=O)c1ccc(NC(=O)CSCc2n[nH]c(=O)[nH]2)cc1,-6.9,3.6,-0.4,99.0,-3.9,-1.3,-0.2,-6.3,-8.8,-5.9
O=C/C(=C\Nc1ccccn1)c1nc2ccccc2o1,0.0,-4.9,5.3,103.0,-1.9,-0.1,0.1,-3.8,.,23.9*
CC1(c2nnc(-c3ccc(F)cc3)o2)CC(c2cccnc2)=NO1 (stereo not given),-10.6,-2.6,1.0,103.0,-0.1,0.0,-0.2,-2.9,?,-16.4
COc1ccc(CNCc2ccco2)cc1OCc1ccccc1,-0.8,7.9,-2.6,99.0,10.6,-1.9,0.4,-4.0,-3.6,2.3
O=c1c2cnn(-c3ccccc3)c2nc(-c2cccs2)n1-c1ccc(Br)cc1,-0.7,0.6,1.9,122.0,-0.6,1.6,0.1,-2.4,-1.1,-2.6
O=C(CC1SC(N2CCCCC2)=NC1=O)Nc1ccc(C(=O)O)cc1 (stereo not given),-12.6,-2.2,1.0,95.0,-3.3,-0.1,0.2,0.7,8.1,-3.4
CCc1nc2ccc(C(=O)NCCN3CCNC3=O)cn2c1N(CC)CCOC,3.4,.,0.6,102.0,8.0,-1.9,0.0,6.8,12.7,-4.0
CC(NC(=O)COC(=O)C1CC2CCCC(C1)C2=O)c1ccccc1 (stereo not given),-13.7,-2.0,0.5,104.0,-0.7,-1.1,-0.1,4.5,-4.6,0.6
O=C(c1ccc2c(c1)OCO2)C1CCCN(Cc2ccc3nsnc3c2)C1 (stereo not given),-11.1,-13.3,-0.5,88.0,1.3,-0.8,0.0,5.7,-7.4,-3.4
CCOC(=O)C1CCN(C(=O)Nc2ccc(OCc3ccccc3)cc2)CC1,-3.8,2.2,0.4,98.0,25.5,-1.8,0.1,4.7,2.0,-3.2
CC[N+]1(C)CC2CCC(C)(C1)C2(C)C (stereo not given),4.7,-7.7,7.4,93.0,-0.5,0.8,0.6,5.9,1.1,-5.7
CCCc1ccc2oc(C(=O)N3CCCC3)c(C)c2c1,-4.0,-7.6,-3.8,96.0,1.0,-0.9,0.0,1.2,-1.9,-2.4
CCOC(=O)CNC(=O)C1COc2ccccc2O1 (stereo not given),-13.8,2.5,-0.5,94.0,2.8,-1.0,-0.1,2.0,-2.4,-8.2
COc1ccc(OC)c(-n2c(SCC(=O)Nc3cccc(S(N)(=O)=O)c3)nc3ccccc3c2=O)c1,5.2,0.4,-4.3,97.0,-2.3,-0.7,-0.1,6.4,9.1,11.4
CN(C)CCNC(=O)c1cccc(-c2cnc3c(NC=O)cc(-c4ccc(S(C)(=O)=O)cc4)cn23)c1,-12.8,.,1.8,98.0,-20.2,3.1,0.0,-9.5,9.0,4.0
CCOC(=O)c1[nH]c2ccc(OCC)cc2c1NC(=O)CN1CCN(c2ccccc2)CC1,14.5,5.2,-5.4,101.0,-12.5,0.4,0.4,-13.2,8.5,12.9
O=C(N=C1SC2CS(=O)(=O)CC2N1c1cccc(F)c1)C1CC1 (stereo not given),3.4,5.6,-1.0,99.0,-4.2,-1.1,-0.1,5.4,5.9,-6.4
O=C(COc1nc2ccccc2nc1N1CCOCC1)Nc1cccc(S(=O)(=O)N2CCCCC2)c1,-2.9,-4.1,0.4,98.0,-2.4,-1.8,0.1,0.1,-6.3,4.0
O=C(CCCn1c(=O)[nH]c2cc(Cl)ccc2c1=O)NCCCN1CCN(c2ccc(F)cc2)CC1,-5.2,-1.3,0.7,95.0,2.8,0.3,-0.2,5.2,-1.8,3.0
CC1CCCN(S(=O)(=O)c2cnc[nH]2)C1 (stereo not given),5.3,-0.1,1.7,98.0,6.9,-3.0,0.0,11.5,-19.3,-4.3
C#CCn1c(C)cc(C)c(S(=O)(=O)c2ccccc2)c1=O,-5.7,-1.4,0.2,100.0,0.8,2.0,-0.3,2.8,5.9,4.4
CCOC(=O)c1c(NC(=O)CCc2ccc(CC)o2)sc(C)c1C,-3.1,4.3,0.7,96.0,-1.1,0.0,0.0,1.1,-10.9,-0.4
Cc1ccccc1C(=O)NC1CC2CCCC(C1)N2C(=O)Nc1ccccc1 (stereo not given),-4.1,-1.2,0.6,98.0,?,0.5,0.0,1.5,-4.9,5.1
O=C1CC(C(=O)O)c2ccccc2N1 (stereo not given),-3.6,-3.6,2.4,92.0,-7.7,-0.1,-0.2,5.2,-11.7,-3.0
Cc1cc(C)c(C(=O)c2ccccc2C(=O)O)c(C)c1,-8.4,.,0.1,99.0,-7.2,.,1.7,.,.,-1.2
CN(CC(=O)Nc1c(Cl)cccc1Cl)C(=O)c1cccc(-n2cccc2)c1,-5.0,-0.7,0.2,99.0,-4.6,-1.7,-0.3,6.2,-0.2,3.2
CCCCN(C)C(=O)c1cc2cc3cc(OC)ccc3nc2o1,3.6,14.0,-2.2,106.0,-0.6,-2.9,1.7,-2.7,-3.3,-0.9
Oc1ccccc1/C=N/N1CCN(c2ccccn2)CC1,-11.4,2.2,-1.5,95.0,1.0,-0.7,0.3,-2.5,4.8,-8.2
COc1cc(/C=C(/C#N)c2ccc(F)cc2)ccc1OCc1ccc(C(=O)O)o1,-3.1,-17.1,0.1,97.0,-9.6,-0.7,-0.3,12.4,-2.9,3.8
CCOC(=O)C1C(=O)C=C(c2cccs2)CC1c1ccccc1C (stereo not given),5.4,-5.1,-0.8,101.0,9.3,1.5,-0.5,7.8,-1.9,-2.3
Cc1ccsc1C(=O)NCc1ccc(F)cc1,1.1,1.5,-0.3,95.0,3.8,1.2,0.0,-0.9,-8.8,3.2
COc1ccccc1OCC(=O)N1CCN(c2ccccc2OC)CC1,-5.3,-4.7,1.0,117.0,1.4,-1.5,-0.1,20.5,.,-1.4
Cc1ccc(C(=O)NC(O)C(Cl)Cl)cc1 (stereo not given),-7.0,4.8,7.7,98.0,-1.2,-1.0,-0.3,-9.1,2.9,0.9
O=C(CN1CCCCCC1)Nc1ccc(Oc2ccccc2)cc1,1.2,9.7,-3.2,95.0,3.7,-1.9,0.6,8.1,-6.4,7.8
Cc1c(S(=O)(=O)c2ccccn2)c(N)n(Cc2ccccc2Cl)c1C,-2.9,-2.4,-0.8,111.0,13.7,-1.6,0.1,3.4,4.9,6.7
CCOC(=O)c1c(C)nc2c(c1C)c(=O)oc1ccccc12,-19.0,-0.8,0.2,92.0,0.0,1.6,0.0,-4.6,2.0,1.2
NC(=O)C1CC2(C1)CC(C(N)=O)C2 (stereo not given),18.5,.,0.9,99.0,-3.3,0.0,0.0,0.4,?,3.6
Cc1c(Br)cc(C(=O)N2CCN(CCO)CC2)c(C)c1C,0.9,0.2,3.4,94.0,-0.1,-1.1,-0.2,-3.6,-7.7,-0.2
COCC(=O)N1CCC(Oc2ccc(C(=O)NCCc3ccncc3)cc2)CC1,2.9,6.7,-2.2,96.0,-2.1,-1.9,0.2,12.2,0.4,-1.1
O=C(O)CCn1c(Cc2ccccc2)nc2ccccc21,17.7,6.3,1.6,95.0,-0.8,-0.6,0.0,8.3,4.9,-0.2
Cc1ccccc1NC(=S)NC(=O)CCc1ccccc1,4.6,-0.4,-2.6,103.0,1.3,1.1,0.3,11.3,-0.5,-4.1
COC(=O)CC1C(=O)NCCN1C(=O)c1ccccc1 (stereo not given),-5.3,1.9,2.8,93.0,-1.4,0.3,-0.1,8.0,.,3.0
CN(CC(=O)Nc1ccccc1C(F)(F)F)C(=O)c1ccc(-c2ccc(Cl)cc2)o1,1.4,0.7,1.8,100.0,-0.3,0.1,0.2,2.5,-8.6,0.3
N#CCCn1cc(CNC2CCC(O)CC2)c2ccccc21 (stereo not given),-5.1,2.9,-0.1,94.0,7.0,-0.6,0.1,1.0,7.4,0.0

# Some of these compounds in order of length of the SMILES, high to low.
SMILES,NOD2 RIPK2 PPI,TLR9-MyD88 block,Glyco luc inh,ABCB6 inh 2,Exocytosis inh,MC4R barr agon,aDG glyco up,MC4R antagonist,Vif inh,ABHD5-PLIN5 inh
CCOC(=O)C1CCN(C(=O)Nc2ccc(OCc3ccccc3)cc2)CC1,-3.8,2.2,0.4,98.0,25.5,-1.8,0.1,4.7,2.0,-3.2
CCC(C)C(=O)Nc1ccc(S(=O)(=O)Nc2nccs2)cc1 (stereo not given),-15.0,3.3,2.3,98.0,2.3,-1.3,0.0,2.9,8.4,-0.6
CC1CCCN(S(=O)(=O)c2cnc[nH]2)C1 (stereo not given),5.3,-0.1,1.7,98.0,6.9,-3.0,0.0,11.5,-19.3,-4.3

# A portion of the library; rates above refer to the full screens.
